Sm TGR block – blocks Schistosoma mansoni thioredoxin glutathione reductase; purified TGR, DTNB reduction, TNB absorbance 405 nm; Potency, µM (titrated, usually from 114 µM), for inactives: top-dose activity change, negative = inhibition, usual class: inhibitors; Q962Y6; 360,000 tested, 3% active; also: nearly all actives have a fitted effect of over 60% in size
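First, TGR (20 nM dispensed) and NADPH were mixed with compound. Second, a 15 min room-temperature incubation followed. Third, further NADPH and then DTNB were added to start the reaction. Finally, TNB absorbance was monitored kinetically.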
Pf growth 96h – P. falciparum growth inhibition at 96 hour, primary screen for plastid delayed-death inhibitors | P. falciparum luciferase reporter growth, 96 h | Potency, µM (series often up to 28.7 µM), inactives show top-dose activity change, negative = inhibition, hits mostly inhibitors | 320,000 tested, 6.9% active | AID 504834
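Readout is luminescence from an integrated firefly luciferase in P. falciparum. Red cells, 2% hematocrit and 0.05% parasitemia final, were cultured with compound through two parasite generations (96 hours) at 37 C, 5% CO2.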
LmPK inhibitor – LmPK (Leishmania mexicana) enzyme inhibition; 290,000 tested, 0.37% active; purified LmPK, Kinase-Glo ATP luminescence, 1 h; Q27686; Potency, µM (top dose mostly 57.5 µM), without a hit: top-dose activity change, negative = inhibition, most hits filed as inhibitors
Target sequence (Q27686 whole entry, looked up): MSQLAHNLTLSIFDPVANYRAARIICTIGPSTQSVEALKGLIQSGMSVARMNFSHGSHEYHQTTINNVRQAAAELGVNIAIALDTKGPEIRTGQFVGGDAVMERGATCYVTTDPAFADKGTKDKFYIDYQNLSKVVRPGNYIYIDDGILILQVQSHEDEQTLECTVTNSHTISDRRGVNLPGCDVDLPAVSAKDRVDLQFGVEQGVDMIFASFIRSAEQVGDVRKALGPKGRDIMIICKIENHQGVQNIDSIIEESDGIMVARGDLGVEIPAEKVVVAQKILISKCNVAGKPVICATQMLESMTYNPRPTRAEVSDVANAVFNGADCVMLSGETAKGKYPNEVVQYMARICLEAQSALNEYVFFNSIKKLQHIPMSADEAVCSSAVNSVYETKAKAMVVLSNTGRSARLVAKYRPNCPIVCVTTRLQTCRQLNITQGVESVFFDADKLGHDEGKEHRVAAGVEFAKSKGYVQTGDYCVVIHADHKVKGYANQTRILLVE
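ATP generated from ADP (0.1 mM) and PEP (0.5 mM) by 0.1 nM LmPK over 1 h at room temperature (pH 7.2 imidazole buffer) was detected by coupled luciferase luminescence. Values were normalized to uninhibited and no-enzyme wells.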
TbPYK inhibitor – T. brucei pyruvate kinase inhibition | Q57TT1 | TbPYK enzyme, Kinase-Glo Plus ATP luminescence, 45 min | Potency, µM (highest dose often 76.8 µM), for the others: top-dose activity, negative = inhibition, usual class: inhibitors | 410,000 tested, 0.12% active | AID 624173; also: nearly all actives have a fitted effect of over 50% in size
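T. brucei PYK with substrate was exposed to pin-transferred compounds across a concentration series, then started with 130 uM ADP (final). After 45 min at room temperature, Kinase-Glo Plus luminescence was read, normalized and curve-fitted.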
HCV inh – HCV inhibition; Huh7.5.1 HCVcc-Cre infection, luciferase reporter, 44 h; Potency, µM (highest dose often 41.8 µM), for inactives: at the top dose activity change, negative = inhibition, actives largely listed as inhibitors; 340,000 tested, 3.4% active
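Infectious HCV cell culture screen: compound-treated cells (1,000/well, pre-plated 4 h) are infected with HCVcc-Cre at roughly 0.5 moi and grown 44 h. Infection is quantified by luciferase signal after 15 min substrate incubation at room temperature.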
Pf growth 48h – P. falciparum growth inhibition at 48 hours (one generation) | P. falciparum luciferase growth in erythrocytes, 48 h | Potency, µM (doses to about 28.7 µM), without a hit: at the top dose activity change, negative = inhibition, most hits filed as inhibitors | 310,000 tested, 5.9% active | AID 504832
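Erythrocytes infected with P. falciparum carrying an integrated firefly luciferase reporter (2% hematocrit, 0.1% parasitemia final) were exposed to compounds in RPMI 1640 with 0.5% Albumax at 37 C, 5% CO2. Growth inhibition was scored as reduced luminescence.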
Active calls of the source: *; ? = inconclusive; / = not tested or not shown; [ ] = another dose, or the depositor's remark. Calls follow the shape of the dose curve; as a rule, active = well fitted curve in the direction sought with a large enough effect; inconclusive = small, poorly fitted or top-dose-only effect, or another doubt; inactive = no such curve, though single readings can be large; an effect the other way counts as inactive or inconclusive. % is scaled to controls: 0 for no effect and ±100 for the full control effect; potency is read from the fitted curve at half-maximal effect.

Fields: Pf growth 96h | HCV inh | Sm TGR block | LmPK inhibitor | TbPYK inhibitor | Pf growth 48h
O=C(CC1SC(=NCCc2ccccc2)N(/N=C/c2cccs2)C1=O)Nc1ccc(Cl)cc1 (stereo unspecified)
  ? | 3% | 2% | 0% | 4% | ?
COc1ccc(C(=O)c2ccccc2)cc1
  ? | 10% | -5% | 12% | 0% | 48%[activator]
C=C(C)C1CC=C(C)/C(=N/NC(=O)CCC(=O)Nc2ccccc2Cl)C1 (stereo unspecified)
  22% | -17% | 7% | 0% | -2% | -2%
CCN(CC)c1ccc(NC(=S)NC(=O)c2cccs2)cc1
  ? | 13µM* | 8.9µM* | 8% | 0% | ?
C=CCNC(=O)/C(C#N)=C/c1c(N2CC(C)OC(C)C2)nc2ccccn2c1=O (stereo unspecified)
  17% | 6% | 6% | 1% | 2% | 24%
O=[N+]([O-])c1ccc(C2=Nn3cnnc3SC2)cc1
  0% | 17% | -30% | 8% | 0% | 18%
CSc1ncc(Cl)c(C(=O)O)n1
  61%[activator] | 19% | -7% | 2% | -4% | 15%
O=C1NCCC/C1=N/Nc1ccc(F)cc1
  16% | 12% | -26% | -9% | 0% | 29%
COc1ccccc1NCc1nnc(SCC(=O)N/N=C/c2ccco2)n1-c1ccc(Cl)cc1Cl
  1% | ? | -31% | 3% | -4% | 25%
COc1ccc(C(=O)NCCCN(C)CCCNC(=O)c2ccc(OC)cc2)cc1
  ? | 3% | 6% | 1% | 0% | -3%
CN(C)C(=O)COC(=O)c1ccc(S(=O)(=O)NCc2ccco2)cc1
  8% | 17% | -2% | 2% | -1% | -2%
N#Cc1ccccc1NC(=O)CNc1ccc(Cl)c(C(F)(F)F)c1
  ? | 2% | 1% | 2% | 27% | 7%
COc1cccc(C(=O)O/N=C(\N)c2ccncc2)c1
  ? | / | -19% | ? | -8% | -4%
COC(=O)c1cc(NC(=O)CC2C(=O)NCCN2C(=O)c2ccccc2)cc(C(=O)OC)c1 (stereo unspecified)
  26% | -8% | 2% | -1% | -4% | -6%
COc1ccc(NC(=O)c2cc(Cl)ccc2Cl)c([N+](=O)[O-])c1
  ? | 2% | -1% | 2% | 1% | -16%
COc1ccc(C2CC(=O)Oc3c(C(CCN4CCCCC4)c4ccc(N(C)C)cc4)c(OC)cc(OC)c32)cc1 (stereo unspecified)
  9.3µM* | -11% | -16% | 3% | 1% | ?
CC(=O)c1ccc(N2CCN(CN3C(=O)CC4(CCCC4)C3=O)CC2)c(F)c1
  4% | 7% | ? | -1% | -7% | ?
CC1(C)C2CCC(C2)C1(C)NC(=O)CNCc1cccs1 (stereo unspecified)
  2% | 10% | -12% | -4% | -5% | -8%
N/C(=N\OC(=O)CCCOc1ccccc1)c1ccc(Br)cc1
  ? | -13% | 7% | 1% | 7% | 8%
Cc1ccccc1OCC(=O)OC1CCN(C)CC1
  0% | 6% | 4% | -1% | -1% | ?
COc1cccc(NC(=O)c2ccccc2-c2nc(-c3ccc(F)cc3)no2)c1
  18% | ? | -3% | 0% | 3% | ?
Cc1cc(C)cc(NC(=O)C[n+]2ccccc2)c1
  ? | 14% | 12% | -2% | -7% | -1%
Cc1ccc(S(=O)(=O)N(C)C)cc1NC(=O)CSc1ncc(C(F)(F)F)cc1Cl
  87%[activator] | ? | -10% | 2% | 0% | -4%
Nc1c(N2CCOCC2)cc(Cl)c2nonc12
  28% | 24% | 9% | -4% | 31% | 29%
Cc1ccc(C(=O)C2=C(O)C(=O)N(CCCN(C)C)C23C(=O)N(C)c2ccccc23)o1 (stereo unspecified)
  0%[5.75 µM] | 10% | 0% | 1% | -13% | 19%
CN(C)/C=C/C(=O)c1ncc(C(F)(F)F)cc1Cl
  38%[activator] | 22% | -22% | 0% | -4% | /
Cc1ccc(CNC(=O)C2CCCN2S(=O)(=O)c2ccc(F)cc2)cc1 (stereo unspecified)
  ? | -11% | -4% | 1% | -5% | -24%
O=C1C=C(c2cccc(Cl)c2O)C[C@@H](c2ccc3c(c2)OCO3)C1
  ? | 23% | -19% | / | -7% | 12µM*
Cc1ccc(NC(=O)C(=O)NCc2ccc(/C=N/NC(=O)c3c(C)nc4cc(C)ccn34)o2)cc1
  63%[activator] | 1% | -4% | -12% | / | 40%[activator]
NNC(=S)NC1CCCCC1
  ? | -23% | -5% | -4% | -1% | -24%[5.75 µM]
CCCCc1ncc(CN2CCC(CC3CCCCO3)(C(=O)OCC)CC2)[nH]1 (stereo unspecified)
  ? | 7% | / | 10% | -14% | ?
CCc1noc(C)c1C(=O)Nc1ccc(-c2nnc3n2CCCCC3)cc1
  -3% | -4%[8.37 µM] | -2% | / | -8% | -10%
Cc1ccc(C)c(NC(=O)/C(C#N)=C/c2ccc(Sc3nncn3C)c([N+](=O)[O-])c2)c1
  ? | 5% | ? | 0% | / | 8%
CCCC(NS(=O)(=O)c1ccc(Br)cc1)C(=O)O (stereo unspecified)
  -5% | 12% | 5% | 0% | 2% | 6%
COc1ccc(C(C)(C)C)cc1NC(=O)CCCN1C(=O)NC(C)(C)C1=O
  -24% | ? | -5% | / | 5% | -14%
CC(=O)Nc1ccc(OCC(O)CN2CCN(c3ccc(F)cc3)CC2)cc1 (stereo unspecified)
  -9% | -3% | -4% | -2% | 3% | -13%
O=C(COC(=O)c1ccc(F)cc1Cl)NC(=O)NC1CCCC1
  -12% | 17% | -1% | / | -9% | -19%
CCOC(=O)CN(C)C(=O)CCc1nnc(-c2ccsc2)o1
  ? | 13% | 2% | 1% | -2% | -24%
c1nc(N2CCOCC2)c2c3c(sc2n1)CCCC3
  10% | ? | -2% | -8% | -5% | ?
O=C(O)C1CC=CCC1C(=O)NCCCCc1ccccc1 (stereo unspecified)
  -1% | 10% | -20% | 3% | -3% | 1%

Fetched one by one from the entries so far:
Fields: Pf growth 96h | HCV inh | Sm TGR block | LmPK inhibitor | TbPYK inhibitor | Pf growth 48h
Cc1cc(C)cc(NC(=O)C[n+]2ccccc2)c1
  ? | 14% | 12% | -2% | -7% | -1%
c1nc(N2CCOCC2)c2c3c(sc2n1)CCCC3
  10% | ? | -2% | -8% | -5% | ?
CCCCc1ncc(CN2CCC(CC3CCCCO3)(C(=O)OCC)CC2)[nH]1 (stereo unspecified)
  ? | 7% | / | 10% | -14% | ?

Five entries already listed, ordered by length of the SMILES, ascending:
Fields: Pf growth 96h | HCV inh | Sm TGR block | LmPK inhibitor | TbPYK inhibitor | Pf growth 48h
COc1cccc(C(=O)O/N=C(\N)c2ccncc2)c1
  ? | / | -19% | ? | -8% | -4%
CN(C)/C=C/C(=O)c1ncc(C(F)(F)F)cc1Cl
  38%[activator] | 22% | -22% | 0% | -4% | /
COc1cccc(NC(=O)c2ccccc2-c2nc(-c3ccc(F)cc3)no2)c1
  18% | ? | -3% | 0% | 3% | ?
CC(=O)c1ccc(N2CCN(CN3C(=O)CC4(CCCC4)C3=O)CC2)c(F)c1
  4% | 7% | ? | -1% | -7% | ?
Cc1ccc(C(=O)C2=C(O)C(=O)N(CCCN(C)C)C23C(=O)N(C)c2ccccc23)o1 (stereo unspecified)
  0%[5.75 µM] | 10% | 0% | 1% | -13% | 19%

The listing continues.
Fields: Pf growth 96h | HCV inh | Sm TGR block | LmPK inhibitor | TbPYK inhibitor | Pf growth 48h
Nc1c(C(=O)NCc2ccccc2)nnn1Cc1cccc(Cl)c1
  -16% | ? | 0% | 16% | -2% | /
O=[N+]([O-])c1ccc(-n2nnnc2-c2ccccc2)c([N+](=O)[O-])c1
  ? | 35µM* | 18µM* | 0% | -6% | 0%
CCN(CC)Cc1csc(C(N)=O)c1
  ? | 14% | 4% | 7% | 4% | -17%
Cc1nn(CC(=O)Nc2ccc3c(c2)CCC3)c(C)c1[N+](=O)[O-]
  -9% | -19% | -9% | / | -8% | -23%
CC(C)(C)c1ccc(C(=O)N2CCCN(C(=O)c3ccc(C(C)(C)C)cc3)CC2)cc1
  158%[activator] | -10% | -13% | 2% | -2% | 31%[activator]
CN(CC(=O)NCc1ccccc1F)S(=O)(=O)c1ccc(Cl)cc1
  -1% | 3% | -4% | -1% | 0% | 7%
CC(C)N(C(=O)Cn1c(-c2cccnc2)ccc(C#N)c1=O)C(C)C
  ? | 9% | 4% | 9% | 4% | ?
Cc1nnc2n(-c3ccccc3)c(=O)c3c4c(sc3n12)COC(C(C)C)C4 (stereo unspecified)
  4%[5.75 µM] | -19% | -4% | 0% | 2% | -6%
Cc1cc(=O)oc2cc(OCC(=O)c3ccccc3)ccc12
  6.6µM* | 10% | 4% | 0% | -4% | 133%[activator]
CCS(=O)(=O)N1Cc2ccccc2CC1C(=O)NC(C)C12CC3CC(CC(C3)C1)C2 (stereo unspecified)
  / | -24% | -12% | 0% | -2% | 0%
Cc1ccc(S(=O)(=O)NC(=O)N2CCCC(C)(C)C2)cc1
  -5%[5.75 µM] | -7% | -2% | 1% | 3% | 6%
Cc1cnc(NC(=O)CSc2nc3ccccc3c(=O)[nH]2)s1
  -14% | -2% | -18% | -2% | -6% | 0%
COc1ccccc1OCc1cc(-c2ccccc2)no1
  384%[activator] | -18% | -3% | -1% | 1% | 369%[activator]
CC(C)Oc1ccc(Cc2c(O)nc(NCCCN(C)C)[nH]c2=O)cc1
  -3% | 0% | 6% | -9% | -9% | -15%
O=C(Oc1ccc(Br)cc1)c1cccnc1
  30%[activator] | 20% | 2% | -4% | -4% | /
Nc1ccc2nc(-c3ccccn3)[nH]c2c1
  ? | ? | 1% | 20µM* | -14% | ?
Cc1cc(NC(=O)CSCCc2ccncc2)no1
  -1% | 1% | 4% | 2% | -7% | 21%

Bioassay records from PubChem.
